PMI act hi M6P = activators of human phosphomannose isomerase at near-saturating mannose 6-phosphate; activation factor at 20 µM; coupled PMI enzyme assay, resazurin fluorescence, 20 min; hits give high values; 1 = untreated enzyme, 0 = substrate-free blank; AID 1216; 190,000 tested, 0.34% active; P34949;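 active = activation factor of 2 or more at 20 µM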
Target sequence (P34949 whole entry, looked up): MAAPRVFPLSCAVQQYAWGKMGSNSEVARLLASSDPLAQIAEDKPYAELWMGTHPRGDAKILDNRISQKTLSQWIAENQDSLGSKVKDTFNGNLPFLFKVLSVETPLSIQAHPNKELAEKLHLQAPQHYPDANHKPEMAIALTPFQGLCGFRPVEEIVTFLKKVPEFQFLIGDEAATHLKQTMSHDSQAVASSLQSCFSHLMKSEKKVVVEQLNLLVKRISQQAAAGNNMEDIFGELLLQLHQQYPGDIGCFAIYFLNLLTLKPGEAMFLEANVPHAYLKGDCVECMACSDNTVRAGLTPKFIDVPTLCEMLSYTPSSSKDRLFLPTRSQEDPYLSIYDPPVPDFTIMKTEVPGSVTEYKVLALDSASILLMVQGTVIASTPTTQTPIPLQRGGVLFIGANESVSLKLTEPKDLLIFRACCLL
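Test system – human PMI in coupled enzyme assay · Timing – 20 min incubation at room temperature · Detection – Diaphorase-driven resazurin-to-resorufin fluorescence, excitation 544, emission 590 nm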
TNAP inh hi DEA = TNAP (human) inhibition, high acceptor. inhibition, % at 20 µM. 200,000 tested, 0.03% active. AID 1135. purified TNAP, CDP-star luminescence, 1 M DEA;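 active = over 50% inhibition of tissue-nonspecific alkaline phosphatase at 20 µM in the single-dose screen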;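 also: plate controls were DMSO wells for no effect and EDTA-quenched wells as full inhibition for full effect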
Diaphorase act = counter-screen for diaphorase-based assays: diaphorase activators and chemical reducers; activation factor at 20 µM; Diaphorase/resazurin coupled assay, resorufin fluorescence, 16 min; hits give high values; 1 = vehicle wells, 0 = NADH-free wells; 190,000 tested, 0.005% active;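 active = diaphorase activity raised at least twofold by the compound at 20 µM; inactive = activation factor below 2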
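Material: purified diaphorase enzyme from Clostridium kluyveri / Medium: HEPES pH 7.4 buffer with MgCl2 and Tween 20 / Schedule: enzyme reaction of 16 min at room temperature / Measured by: resorufin fluorescence, excitation 544 nm, emission 590 nm / Evaluation: rise in resorufin formation, marking diaphorase activation or chemical reduction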
Diaph inh CS = inhibits diaphorase or chemically oxidizes, flagging diaphorase assay artifacts. inhibition, % at 20 µM. AID 1217. diaphorase resazurin-to-resorufin fluorescence, NADH, 16 min; bacterial (C. kluyveri) enzyme, not human. 190,000 tested, 0.69% active;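 active = primary screen inhibition at 20 µM above a set limit, cut at about 50% in these data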;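 also: plate controls were DMSO with full reaction for no effect and wells lacking NADH for full effect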
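System: Bacterial diaphorase enzyme (C. kluyveri) | Incubation: 16-min room-temperature incubation before reading | Benchmarks: No-NADH positive control and DMSO neutral control | Measured by: Resorufin fluorescence 544/590 nm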
Efa HMGR inh = E. faecalis class II HMG-CoA reductase inhibition; purified E. faecalis HMGR, NADPH absorbance 340 nm kinetic; inhibition, % at 10 µM; 190,000 tested, 0.41% active;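 active = inhibition above a set limit, the median over all tested compounds plus 3 SD, cut at about 9.5% in these data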;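 also: enzyme runs in reverse so mevalonate oxidation gives rising NADPH absorbance; 0% = complete reaction with DMSO and 100% = background rate lacking mevalonate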
PMI activator = increases human mannose-6-phosphate isomerase activity | P34949 | purified human PMI, coupled resazurin fluorescence, 20 min; hits give high values; 1 = vehicle control, 0 substrate-free wells | activation factor at 20 µM | 190,000 tested, 0.005% active | AID 1214;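 active = activation factor of 2 or more at 20 µM, relative to plate controls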
TNAP act hi DEA = activators of human TNAP at high phosphate acceptor concentration | purified TNAP, CDP-star luminescence, 1 M DEA, 30 min; hits give high values; 0 = EDTA background, 1 = DMSO-only activity | AID 1136 | activation factor at 20 µM | P05186 | 200,000 tested, under 10 active;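 active = activation factor at least 2 at 20 µM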
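Assay system: human TNAP; Input: enzyme diluted 1/800 final; Reagent: CDP-star luminogenic substrate at 100 µM final; Timing: 30 min, room temperature; Signal: luminescence; Evaluation: TNAP activation factor scaled between EDTA and DMSO control wells.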
G6PDH CS = inhibits Leuconostoc G6PDH, flagging false hits in G6PDH-based assays | Purified L. mesenteroides G6PDH, diaphorase/resazurin coupled fluorescence, 45 min | inhibition, % at 5 µM | 200,000 tested, 0.12% active | AID 1020; in the data active = inhibition above about 50%
TNAP inh no acc = TNAP (human) inhibition, acceptor-free conditions; P05186; inhibition, % at 20 µM; 200,000 tested, 0.26% active; purified TNAP, CDP-star luminescence, 30 min;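 active = tissue-nonspecific alkaline phosphatase inhibition above about 50% at 20 µM in the single-dose screen, limit read from the data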;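 also: 0% = DMSO negative control and 100% = EDTA positive control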
FLuc stim CS = affects firefly luciferase, flagging false hits in luciferase stimulation screens | activation factor at 10 µM | P08659 | ATPlite luciferase biochemical, luminescence, 10 min; 0 = ATP-free wells, 1 = DMSO control | 200,000 tested, under 10 active;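 active = luciferase activation factor, scaled between plate controls, of at least 2 with compound at 10 µM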
Target sequence (P08659 whole entry, looked up): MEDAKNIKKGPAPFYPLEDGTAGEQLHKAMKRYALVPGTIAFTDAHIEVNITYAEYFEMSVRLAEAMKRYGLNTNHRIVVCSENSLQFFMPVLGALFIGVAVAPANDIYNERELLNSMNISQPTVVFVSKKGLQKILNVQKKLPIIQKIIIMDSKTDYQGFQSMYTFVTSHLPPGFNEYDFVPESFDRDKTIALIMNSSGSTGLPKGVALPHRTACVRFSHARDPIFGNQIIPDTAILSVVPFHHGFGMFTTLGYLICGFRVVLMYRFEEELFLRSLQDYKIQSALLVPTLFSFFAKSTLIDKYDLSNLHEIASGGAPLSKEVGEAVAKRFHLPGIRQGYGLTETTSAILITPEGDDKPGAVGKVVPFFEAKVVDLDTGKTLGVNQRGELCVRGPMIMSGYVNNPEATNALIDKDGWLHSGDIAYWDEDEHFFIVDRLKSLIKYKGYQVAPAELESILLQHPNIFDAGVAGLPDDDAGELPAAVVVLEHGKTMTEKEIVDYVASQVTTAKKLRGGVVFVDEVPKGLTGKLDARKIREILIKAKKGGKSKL
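test system = cell-free luciferase reagent | medium = PBS as buffer for the ATP substrate | dosing = test compounds dosed from 2 mM stocks in 100% DMSO | incubation = 10 min at ambient temperature | detection = luminescence measurement of luciferase light output | benchmarks = low control with PBS replacing ATP, high control enzyme plus ATP without compound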
* hit, by the source's call; i = inactive.

1: COC(=O)c1ccc(SCC(=O)NC2CCCCC2)c([N+](=O)[O-])c1
2: Cc1ccccc1Nc1nc(N)nc(CSc2nnnn2-c2ccccc2)n1
3: O=C(CSc1nnc(COc2cccc3cccnc23)o1)N1CCc2ccccc21
4: Oc1ccccc1CNc1ncc(Br)cc1Br
5: CCN(CC)CCCNC(=O)c1cn(CCOC)c(=O)c2c1c1ccccc1n2C
6: CC(C)CNC(=O)c1cc([N+](=O)[O-])ccc1N1CCCCC1
7: CSC1=N/C(=C\c2cccc(F)c2)C(=O)S1
8: COc1cc(N/C=C(\C(C)=O)c2ccccc2)cc(OC)c1
assay / compound | 1 | 2 | 3 | 4 | 5 | 6 | 7 | 8
PMI act hi M6P | 1 | 0.9 | 1 | 1 | 0.9 | 0.6 | 1.1 | 0.8
TNAP inh hi DEA | -0.7 | -1.8 | -3.8 | -2.6 | -0.1 | 7.2 | -4.3 | -1.3
Diaphorase act | 0.9 | 1 | 1 | 0.8 | 0.9 | 1 | 1.1 | 0.9
Diaph inh CS | 5.7 | 4.7 | -2.2 | 18.1 | 9.1 | 2.5 | -5.3 | 12.8
Efa HMGR inh | 1.2 | -0.4 | 0.7 | -3.1 | -1.1 | -3.7 | -2.4 | 5.6
PMI activator | 0.9 | 0.9 | 1 | 0.9 | 0.9 | 1 | 1 | 0.8
TNAP act hi DEA | 1 | 1 | 1 | 1 | 1 | 0.9 | 1 | 1
G6PDH CS | -8.5 | -0.1 | 3.0 | 3.4 | 4.2 | 14.1 | -0.7 | 4.7
TNAP inh no acc | -9.4 | -5.7 | -5.8 | -7.7 | -7.2 | 15.2 | -11.3 | -5.3
FLuc stim CS | 1 | 1 | 1 | 1.1 | 1 | 1.1 | 1 | 1

9: Cc1cc(OC(=O)C(C)(C)C)c([N+](=O)[O-])c(=O)[nH]1
10: CCOC(=O)c1ccc(S(=O)(=O)Nc2ccccc2-c2nnn(CC)n2)cc1
11: COc1cccc(C(=O)N(Cc2ccco2)Cc2cc3cccc(C)c3[nH]c2=O)c1
12: CCn1c(N2CCN(C(=S)NC)CC2)nc2ccccc21
13: Cc1ccc(S(=O)(=O)Nc2ccc(SC(F)F)cc2)c(C)c1
14: CCOC(=O)C1=C(C)NC(C)=C(C(=O)OCC)C1/C=C/c1ccccc1OC
15: CC1CCN(CC(=O)Nc2ccc(Br)cc2[N+](=O)[O-])CC1
16: Cc1ccc(/C=N/Nc2cccc3cccnc23)c(O)c1
assay / compound | 9 | 10 | 11 | 12 | 13 | 14 | 15 | 16
PMI act hi M6P | 1.1 | 0.9 | 0.9 | 1 | 1 | 0.9 | 0.9 | 2*
TNAP inh hi DEA | -5.0 | -2.1 | -1.2 | -2.0 | 1.6 | -3.2 | -3.7 | -5.8
Diaphorase act | 0.9 | 0.8 | 0.8 | 0.9 | 0.9 | 0.7 | 0.8 | 0.9
Diaph inh CS | 11.7 | 16.4 | 18.5 | 6.1 | 9.3 | 26.1 | 21.1 | 14.2
Efa HMGR inh | 1.0 | -3.1 | -0.5 | -3.5 | -1.8 | -6.0 | -0.5 | -0.8
PMI activator | 1.1 | 1.1 | 0.9 | 0.9 | 0.9 | 0.8 | 0.9 | 1.4
TNAP act hi DEA | 1.1 | 1 | 1 | 1 | 1 | 1 | 1 | 1.1
G6PDH CS | -0.9 | -2.1 | 4.4 | 6.0 | 4.2 | 6.2 | -1.6 | 6.3
TNAP inh no acc | -12.5 | -4.8 | -3.9 | -2.7 | -7.7 | -10.7 | -12.3 | i
FLuc stim CS | 1 | 1 | 1.1 | 0.9 | 1 | 1 | 1 | 0.4

17: CC1(O)N(CCC(=O)Nc2cccc(F)c2)C(=O)OC12CCCCC2 (stereo not drawn)
18: CCc1cc2c(=O)c(-c3nc4ccccc4n3C)c(C)oc2c(CN2CCOCC2)c1O
19: CC(/C=N/NC(=O)c1ccncc1)=C\c1ccccc1
20: Cn1c(SCC(=O)Nc2cccc(S(=O)(=O)N3CCOCC3)c2)nnc1-c1ccncc1
21: O=C(Nc1ccc2c(c1)OCO2)c1ccc(CN2CCOCC2)cc1
22: O=C(c1ccc(Cl)cc1)C1CCCN(Cc2cccn2-c2ccccn2)C1 (stereo not drawn)
23: O=C(NC(Nc1nc2ccc([N+](=O)[O-])cc2s1)(C(F)(F)F)C(F)(F)F)c1cccnc1
24: O=C(CCc1ccccc1)NNC(=S)Nc1ccc(F)cc1
assay / compound | 17 | 18 | 19 | 20 | 21 | 22 | 23 | 24
PMI act hi M6P | 1 | 0.9 | 1.1 | 0.9 | 1 | 1 | 0.9 | 1
TNAP inh hi DEA | -5.8 | -0.9 | 3.1 | -4.6 | -3.8 | -6.5 | 17.7 | -4.4
Diaphorase act | 1 | 0.9 | 1.1 | 0.9 | 1 | 0.9 | 0.9 | 0.9
Diaph inh CS | -4.6 | 11.3 | -9.4 | 7.1 | 4.6 | 8.5 | 12.9 | 5.3
Efa HMGR inh | 0.0 | -6.4 | -5.9 | -1.0 | 2.5 | 2.4 | 4.0 | -5.2
PMI activator | 1.1 | 0.9 | 1 | 1 | 1 | 1 | 0.9 | 1
TNAP act hi DEA | 1.1 | 1 | 1 | 1 | 1 | 1.1 | 0.8 | 1
G6PDH CS | 12.8 | 2.5 | 3.6 | 12.7 | -12.5 | 1.5 | 17.1 | 20.4
TNAP inh no acc | -16.4 | -2.8 | -0.6 | -18.4 | -2.8 | -10.4 | 10.3 | -78.7
FLuc stim CS | 1 | 1 | 0.4 | 1 | 0.8 | 1 | 1.1 | 1

25: O=C(CN1CCN(S(=O)(=O)c2ccc(Br)cc2)CC1)N/N=C/c1ccc(Cl)c([N+](=O)[O-])c1
26: COc1cccc(NC(=O)CC2C(=O)NCCN2C(=S)Nc2ccc(F)cc2)c1 (stereo not drawn)
27: CCS(=O)(=O)c1ccc(O)c(NC(=O)COc2ccc(OC)cc2)c1
28: O=C(c1cn(-c2ccccc2)nc1-c1cccs1)N1CCN(c2ccc(F)cc2)CC1
29: CC(C)CCOc1cccc(OCC(=O)N(C)C2CCS(=O)(=O)C2)c1 (stereo not drawn)
30: COc1ccc(NC(=O)C(c2ccccn2)N(C(C)=O)c2ccc(C)cc2)cc1 (stereo not drawn)
31: CCC(C)OC(=O)C1=C(C)NC2=C(C(=O)C(C(=O)OC)C(C)C2)C1c1ccc(N(C)C)cc1 (stereo not drawn)
32: C=CCNC(=O)N1CCC(CO)(Cc2ccc(Cl)cc2)CC1
assay / compound | 25 | 26 | 27 | 28 | 29 | 30 | 31 | 32
PMI act hi M6P | 0.9 | 1 | 1 | 0.9 | 0.9 | 0.8 | 0.8 | 0.8
TNAP inh hi DEA | 0.2 | -0.7 | 2.7 | -4.8 | -3.0 | -5.1 | 5.0 | -0.1
Diaphorase act | 0.8 | 0.9 | 1 | 0.9 | 0.9 | 0.9 | 0.8 | 0.7
Diaph inh CS | 24.5 | 6.9 | 3.9 | 10.4 | 14.1 | 7.4 | 21.1 | 28.3
Efa HMGR inh | -3.6 | -2.7 | 5.0 | 4.0 | 0.8 | -0.4 | 3.2 | 1.4
PMI activator | 0.8 | 0.9 | 0.9 | 0.8 | 1 | 1 | 0.8 | 0.8
TNAP act hi DEA | 1 | 1 | 1 | 1 | 1 | 1.1 | 0.9 | 1
G6PDH CS | -14.1 | 4.7 | 7.1 | 11.2 | 6.2 | 17.3 | 6.1 | 14.8
TNAP inh no acc | -16.1 | -7.7 | -11.3 | -11.2 | -4.9 | 4.4 | 0.5 | -3.8
FLuc stim CS | 1 | 1 | 1 | 1 | 1.1 | 1 | 1 | 1

Four entries from above, with bars between the fields:
entry | molecule | PMI act hi M6P | TNAP inh hi DEA | Diaphorase act | Diaph inh CS | Efa HMGR inh | PMI activator | TNAP act hi DEA | G6PDH CS | TNAP inh no acc | FLuc stim CS
18 | CCc1cc2c(=O)c(-c3nc4ccccc4n3C)c(C)oc2c(CN2CCOCC2)c1O | 0.9 | -0.9 | 0.9 | 11.3 | -6.4 | 0.9 | 1 | 2.5 | -2.8 | 1
19 | CC(/C=N/NC(=O)c1ccncc1)=C\c1ccccc1 | 1.1 | 3.1 | 1.1 | -9.4 | -5.9 | 1 | 1 | 3.6 | -0.6 | 0.4
20 | Cn1c(SCC(=O)Nc2cccc(S(=O)(=O)N3CCOCC3)c2)nnc1-c1ccncc1 | 0.9 | -4.6 | 0.9 | 7.1 | -1.0 | 1 | 1 | 12.7 | -18.4 | 1
21 | O=C(Nc1ccc2c(c1)OCO2)c1ccc(CN2CCOCC2)cc1 | 1 | -3.8 | 1 | 4.6 | 2.5 | 1 | 1 | -12.5 | -2.8 | 0.8

The list continues.
33: COc1c(F)c(F)c(C(=O)Nc2c(C)cc(Br)cc2C)c(F)c1F
34: COc1ccc(C2=NN(Cc3ccccc3)C3C(=O)NC(=O)C23)cc1 (stereo not drawn)
35: CC/C(=N\NC(=S)NC(C)C)c1ccc(OC(F)F)cc1
36: COc1ccc(C(=O)Nc2sc(C)c(C)c2CN2CCOCC2)cc1
37: O=C(C[n+]1cccc2ccccc21)c1ccc(NC(=O)c2ccccc2)cc1
38: CCN(CC)c1ccc(NC(=O)CN2CCN(CC(=O)Nc3ccccc3F)CC2)cc1
39: O=C1C(=O)N(CCN2CCOCC2)C(c2cccnc2)/C1=C(/O)c1ccc(Cl)cc1 (stereo not drawn)
40: Cc1cc(NC(=O)CSc2nnc(-c3ccccc3)c(-c3ccccc3)n2)no1
assay / compound | 33 | 34 | 35 | 36 | 37 | 38 | 39 | 40
PMI act hi M6P | 0.7 | 0.9 | 1 | 1 | 1.1 | 0.9 | 1.1 | 1
TNAP inh hi DEA | 0.8 | -2.2 | 1.0 | -0.1 | 0.2 | -3.5 | -4.1 | 0.4
Diaphorase act | 1 | 0.8 | 0.9 | 0.9 | 1.2 | 0.9 | 1.1 | 0.9
Diaph inh CS | 0.0 | 22.7 | 13.1 | 5.3 | -16.7 | 9.2 | -12.4 | 9.8
Efa HMGR inh | -6.1 | -2.1 | -4.6 | -7.0 | -1.4 | -0.5 | -2.6 | -2.4
PMI activator | 1.1 | 1 | 0.9 | 1 | 1.3 | 0.9 | 1.1 | 1
TNAP act hi DEA | 1 | 1 | 1 | 1 | 1 | 1 | 1 | 1
G6PDH CS | 6.3 | 19.3 | 2.7 | 0.1 | 0.5 | 4.7 | 7.3 | 0.4
TNAP inh no acc | -10.6 | -3.3 | -29.3 | -3.7 | -7.3 | -10.8 | -9.5 | -3.5
FLuc stim CS | 1 | 1 | 1.1 | 0.9 | 1 | 1.1 | 1 | 1
